TPT1 inh: inhibitors of Candida albicans tRNA 2'-phosphotransferase TPT1; recombinant caTPT1, FP RNA substrate dephosphorylation; inhibition, % at 5 µM; actives 0.81% (n = 300,000); AID 1962;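 active = inhibition above the mean of all tested compounds plus 3 SD, set per screening campaign, cut at about 24% in these data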;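 note: plate controls were DMSO alone for no effect and ferristatin control at 100 nM for full effect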
Fh CTSL1 inh: blocks F. hepatica cathepsin L1 in PFM18AAP counter-screen; AID 1906; inhibition, % at 5.96 µM; recombinant F. hepatica cathepsin L1, Z-Leu-Arg-MCA fluorescence; actives 0.49% (n = 300,000);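 active = inhibition above the mean of all tested compounds plus 3 SD, set per screening campaign, cut at about 17% in these data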;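 note: 0% = plate median of test compound wells and 100% = 1 µM Z-Phe-Ala-diazomethylketone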
core dimer inh: HCV core protein dimerization inhibition | AID 1899 | actives 0.33% (n = 300,000) | inhibition, % at 5 µM | TR-FRET GST/Flag-core106 dimerization, 1536-well;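 active = inhibition above the mean of all tested compounds plus 3 SD, set per screening campaign, cut at about 45% in these data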
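System: GST-tagged and Flag-tagged HCV core protein residues 1-106 / Input: core106 proteins, GST 13.5 nM and Flag 17 nM / Buffer or medium: KF-containing HEPES buffer, pH 7.45, DTT, CHAPS, BSA / Probe or stimulus: Eu-anti-GST and XL665-anti-Flag labelled anti-tag antibodies / Schedule: 4 h, 22.5 °C incubation / Technique: TR-FRET 671 and 617 nm emission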
EBNA-1 inh: blocks EBNA-1 binding to DNA | AID 1950 | EBNA-1 DNA binding, fluorescence polarization | actives 0.34% (n = 300,000) | inhibition, % at 14.8 µM; in the data active = inhibition above about 28%
PP5 inh: blocks human protein phosphatase 5 activity | P53041 | purified PP5c, OMFP substrate fluorescence | inhibition, % at 6.7 µM | actives 0.18% (n = 320,000);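 active = inhibition above the campaign's mean inhibition across all tested compounds plus 3 SD, cut at about 9.5% in these data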;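 note: 0% = DMSO only and 100% = 100 µM cantharidin control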
Target sequence (P53041 whole entry, looked up): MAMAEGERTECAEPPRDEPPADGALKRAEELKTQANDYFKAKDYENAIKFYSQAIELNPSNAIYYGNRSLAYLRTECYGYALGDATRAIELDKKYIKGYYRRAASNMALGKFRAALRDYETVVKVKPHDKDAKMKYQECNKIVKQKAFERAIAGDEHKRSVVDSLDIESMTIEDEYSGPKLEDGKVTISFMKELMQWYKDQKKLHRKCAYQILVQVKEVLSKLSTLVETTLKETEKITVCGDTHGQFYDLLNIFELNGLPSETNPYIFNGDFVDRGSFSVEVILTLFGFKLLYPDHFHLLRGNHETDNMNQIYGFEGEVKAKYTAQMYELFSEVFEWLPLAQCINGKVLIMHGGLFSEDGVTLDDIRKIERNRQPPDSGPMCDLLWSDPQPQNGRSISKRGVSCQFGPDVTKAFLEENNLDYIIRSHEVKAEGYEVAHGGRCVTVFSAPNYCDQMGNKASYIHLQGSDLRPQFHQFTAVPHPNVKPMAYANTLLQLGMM
PREPL inh: inhibits the human prolyl oligopeptidase-like enzyme; Q4J6C6; AID 2751; actives 0.68% (n = 320,000); recombinant PREPL, fluorescence polarization activity-based probe; inhibition, % at 5.96 µM; in the data active = inhibition above about 43%;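 note: 0% = enzyme with DMSO and 100% = wells lacking enzyme; many of its hits are not listed in these tables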
ZTA DNA inh: ZTA (EBV) inhibition in EBNA-1 counter-screen; inhibition, % at 11 µM; P03206; actives 0.15% (n = 320,000); ZTA-DNA binding, fluorescence polarization; in the data active = inhibition above about 33%
Target sequence (P03206 whole entry, looked up): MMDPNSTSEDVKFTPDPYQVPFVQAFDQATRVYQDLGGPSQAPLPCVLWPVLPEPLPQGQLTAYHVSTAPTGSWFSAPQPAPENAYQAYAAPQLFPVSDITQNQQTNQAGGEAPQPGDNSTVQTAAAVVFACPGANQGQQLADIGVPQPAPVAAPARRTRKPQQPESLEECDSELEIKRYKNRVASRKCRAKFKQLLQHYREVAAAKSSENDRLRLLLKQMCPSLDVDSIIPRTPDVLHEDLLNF
PP1 counter: counter-screen for PP5 inhibitors: inhibitors of human PP1-alpha; P62136; purified PP1alpha, OMFP fluorescence; inhibition, % at 6.7 µM; actives 0.9% (n = 320,000);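 active = inhibition above the mean inhibition of all tested compounds plus 3 SD, computed separately for each screening campaign, cut at about 15% in these data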
Target sequence (P62136 whole entry, looked up): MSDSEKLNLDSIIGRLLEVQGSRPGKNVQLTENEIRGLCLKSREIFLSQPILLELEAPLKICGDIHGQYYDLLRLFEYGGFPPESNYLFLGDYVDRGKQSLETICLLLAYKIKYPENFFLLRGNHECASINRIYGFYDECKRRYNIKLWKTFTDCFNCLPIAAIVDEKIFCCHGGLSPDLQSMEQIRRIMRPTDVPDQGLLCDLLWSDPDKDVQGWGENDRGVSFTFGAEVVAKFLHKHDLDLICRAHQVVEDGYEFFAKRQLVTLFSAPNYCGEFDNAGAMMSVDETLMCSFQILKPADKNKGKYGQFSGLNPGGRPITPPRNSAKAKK
Efflux pump mplx: antifungal efflux pump inhibition, Nile Red retention | S. cerevisiae Candida pump triplex | inhibition, % at 10 µM | actives 0.44% (n = 330,000);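 active = plate passing quality check with inhibition over a set limit, or well fluorescence over plate mean plus 4 SD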;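 note: Nile Red retained in pooled yeast measured as flow cytometry median fluorescence; 0% = buffer negative control and 100% = Enniatin B positive control; higher means more Nile Red kept so more efflux inhibition; some compounds called inactive have numbers as strong as hits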
The depositor's hits bear a star; . = not tested or not shown. Only part of the results is shown. The share of hits here may be higher or lower than overall.

SMILES | TPT1 inh | Fh CTSL1 inh | core dimer inh | EBNA-1 inh | PP5 inh | PREPL inh | ZTA DNA inh | PP1 counter | Efflux pump mplx
CCOc1cc(/C=N\Nc2nc(Nc3ccccc3)nc(N3CCOCC3)n2)ccc1OC(=O)c1ccco1 | -1 | -1 | 8 | -3 | 3.8 | 9 | -8 | -3 | -0.1
CCOC(=O)c1c(NC(=S)Nc2ccccc2)sc2c1CCCCC2 | 1 | -2 | 5 | 19 | 1.6 | 10 | 12 | -4 | 0.1
Cc1cccc(NS(=O)(=O)c2ccc([N+](=O)[O-])cc2)n1 | 0 | -1 | 4 | -5 | 8.7 | -5 | -2 | -1 | 0.2
O=C(NCCc1ccc([N+](=O)[O-])cc1)c1ccccc1 | -1 | -3 | 0 | -3 | 2.4 | -2 | -9 | -3 | 0.1
COc1cc2nc(CCc3ccccc3)oc(=O)c2cc1OC | -2 | -4 | 1 | -3 | 0.6 | 3 | 2 | -2 | -0.1
COc1ccc(S(=O)(=O)N2CCOC23CCN(S(=O)(=O)c2c(C)cc(C)cc2C)CC3)cc1 | -2 | 10 | 5 | -2 | -0.5 | -6 | -10 | -3 | 0.1
O=C(CC(O)(C(F)(F)F)C(F)(F)F)Nc1ccc(Cl)c(Cl)c1 | -3 | 4 | 4 | -2 | 6.2 | -66 | 3 | 4 | -0.1
O=C(NCc1cccs1)C1CCCN(S(=O)(=O)c2cccc3cccnc23)C1 (centres undefined) | 2 | -2 | 6 | 4 | -0.8 | 4 | 8 | 1 | -0.3
COc1ccccc1CNC(=O)[C@H](Cc1c[nH]c2ccccc12)NC(=O)[C@@H]1Cc2ccccc2CN1 | 3 | 3 | -3 | 14 | 1.6 | 12 | 5 | 2 | 0.8
C=CCOc1ccccc1/C=C/C(=O)O | -1 | -2 | -2 | -17 | 2.0 | -3 | -9 | -6 | 0.0
CC(=O)Nc1ccc(NC(=O)C(c2ccccc2)c2ccccc2)cc1 | -1 | 1 | -17 | 0 | 0.5 | 11 | 0 | -8 | -0.1
COc1cc2c(cc1OC)CN(C(=O)CCNS(=O)(=O)c1ccc(Br)cc1)CC2 | 0 | 2 | 1 | -19 | 1.3 | 9 | -9 | 3 | 0.0

The last 2 entries of the section above are carried over, then new ones follow:
SMILES | TPT1 inh | Fh CTSL1 inh | core dimer inh | EBNA-1 inh | PP5 inh | PREPL inh | ZTA DNA inh | PP1 counter | Efflux pump mplx
CC(=O)Nc1ccc(NC(=O)C(c2ccccc2)c2ccccc2)cc1 | -1 | 1 | -17 | 0 | 0.5 | 11 | 0 | -8 | -0.1
COc1cc2c(cc1OC)CN(C(=O)CCNS(=O)(=O)c1ccc(Br)cc1)CC2 | 0 | 2 | 1 | -19 | 1.3 | 9 | -9 | 3 | 0.0
CCOc1ccc(C(=O)N2CCN(c3ncccn3)CC2)cc1 | -3 | 1 | 1 | -7 | 0.4 | -4 | 12 | -4 | 0.0
CSC1=N/C(=C\c2ccc(C)s2)C(=O)S1 | 2 | 1 | -5 | 0 | 1.8 | 6 | -10 | -1 | -0.1
COC(=O)C(NS(=O)(=O)c1cccc(S(=O)(=O)NC(C(=O)OC)c2ccccc2)c1)c1ccccc1 (centres undefined) | 2 | -1 | 3 | 6 | -0.3 | 0 | -10 | -5 | -0.1
CS(=O)(=O)c1ccc2nc(NC(=O)c3ccc(NS(=O)(=O)c4cccc([N+](=O)[O-])c4)cc3)sc2c1 | 1 | 5 | 7 | 14 | -0.2 | 5 | 4 | 6 | -0.1
CCOC(=O)c1sc(NC(=O)CSc2nnnn2-c2ccc(C)c(C)c2)nc1C | 2 | 1 | 15 | 2 | 2.8 | -4 | 2 | 1 | 0.1
COCCCNC(=O)CCC(=O)NNc1nc2ccccc2c2nc(C)nn12 | 3 | -1 | 3 | 2 | 0.6 | 1 | 2 | -1 | 0.1
Cc1ccc(Nc2nnc(C)c(=O)[nH]2)cc1 | -1 | -2 | -1 | -9 | 0.7 | 1 | -16 | 0 | 0.1
CCNS(=O)(=O)c1ccc(NC(=O)Cn2nc(C(F)(F)F)cc2C)cc1 | 0 | 1 | -4 | 6 | 2.8 | -5 | 11 | 0 | -0.1
CCN(CC(=O)Nc1c(F)cccc1F)C(=O)CCSc1ccc(C)cc1 | -3 | 1 | -9 | 3 | 0.5 | 27 | -6 | 1 | -0.1
CCOC(=O)c1c(NC(=O)Cn2nnc(-c3ccc(Cl)cc3)n2)sc(C)c1C | -3 | -2 | 0 | 6 | 1.3 | 0 | -10 | -3 | -0.2
CN(C)Cc1c(C(=O)N/N=C/c2ccncc2)nnn1-c1nonc1N | 0 | -5 | -9 | 6 | 0.6 | -5 | 8 | -1 | -0.1
CC1(C)O[C@@H]2[C@H](O1)[C@@H](CO)O[C@H]2n1cnc2c(N)ncnc21 | . | . | . | . | 1.0 | -2 | -8 | -3 | -0.2
Cc1occc1C(=O)Nc1nnc(-c2ccncc2)s1 | -2 | -3 | 1 | -9 | 2.4 | 14 | -16 | 0 | 0.2
Oc1ccc(/C=N/Nc2nc(-c3cccnc3)nc3ccccc23)c(O)c1 | 46* | 5 | -1 | -1 | 2.1 | 58* | 0 | 4 | -0.1
CC(C)C(OC(=O)C1CCCO1)C(=O)NC1CCCC1 (centres undefined) | 1 | -1 | 0 | 17 | 0.8 | 2 | -7 | 2 | 0.1
CCOC(=O)Nc1nnc(-c2ccc(OC)c(OC)c2)s1 | -2 | -2 | 6 | 1 | 3.0 | 2 | -13 | -3 | 0.0
COc1ccccc1CCNS(=O)(=O)c1cc2c3c(c1)C(C)C(=O)N3CCC2 (centres undefined) | 2 | -2 | 7 | -11 | -0.5 | 11 | -10 | -3 | 0.2
Cc1cc(C(=O)NC2CCCc3ccccc32)ccc1[N+](=O)[O-] (centres undefined) | -3 | -1 | 11 | 5 | 1.1 | -2 | 8 | -2 | 0.0
Cn1cc(SCC(N)=O)c2ccccc21 | 0 | -1 | -6 | -14 | 3.6 | -3 | -9 | -4 | 0.0
Cc1ccc(C)c(OCC(=O)Nc2ccc(S(=O)(=O)Nc3ncccn3)cc2)c1 | 2 | -5 | 2 | -11 | 1.7 | -1 | 6 | 0 | 0.2
O=C(NC(=S)NCC1CCCO1)c1ccc(Cl)cc1Cl (centres undefined) | -1 | -5 | -3 | 2 | -1.0 | -1 | 10 | -4 | 0.0
COc1ccc2c3c(cccc13)C(=O)N(O)C2=O | -27 | -3 | 15 | -1 | -0.4 | 4 | 14 | 26* | -0.2
CCOC(=O)CC(NC(=O)Cc1ccccc1)c1ccccc1Cl (centres undefined) | 0 | 0 | 9 | 4 | 2.2 | 4 | -19 | -4 | 0.3
Cc1ccc(C)c(Cn2c(=O)n(C)c(=O)c3sccc32)c1 | -1 | 2 | 12 | 5 | 0.4 | 4 | 3 | -3 | -0.2
COC(=O)Cn1cnc2c(oc3ccccc32)c1=O | 2 | 1 | 2 | -6 | 2.0 | -6 | -13 | -2 | 0.0
O=C(NNC(=O)c1cccs1)c1ccccc1 | -2 | -6 | -6 | -7 | -5.7 | 9 | -9 | -4 | 0.3
COc1ccc([C@@H]2Sc3cc(OC)ccc3N(CCN(C(C)C)C(C)C)C(=O)[C@H]2OC(C)=O)cc1 | 2 | -13 | -3 | -2 | 3.4 | 28 | 2 | 0 | 0.2
COc1ccc(C)cc1-n1c(SCC(=O)NC2CC2)nc2ccccc2c1=O | . | . | . | . | -0.1 | 13 | 0 | -6 | -0.1
Cc1cccc(Nc2nccc(N(C)C)c2C#N)c1 | 2 | 7 | 2 | 0 | 1.6 | 0 | -3 | -2 | 0.0
COc1ccccc1N1CCN(C(=O)C2CCN(C(=O)c3ccc(C(C)(C)C)cc3)CC2)CC1 | -2 | 0 | 14 | 9 | 0.6 | 13 | 4 | -3 | -0.3
CC(=O)NCC1CCCN(Cc2cn(-c3ccccc3)nc2-c2ccc3c(c2)OCO3)C1 (centres undefined) | 1 | -3 | -13 | -5 | 1.3 | 5 | -23 | 4 | -0.2
O=C(Oc1ccccc1)Oc1ccc2c(c1)oc(=O)c1ccccc12 | -4 | 5 | 22 | -7 | 0.3 | 27 | -21 | 2 | -0.1
O=C(CCn1c(=O)oc2ccccc21)Nc1ccc2c(c1)OCCO2 | -6 | 4 | 13 | 6 | -1.1 | 11 | -4 | 3 | -0.1
Cc1ccc(NC(=O)/C=C/C(=O)O)c([N+](=O)[O-])c1 | -3 | -5 | -7 | -8 | 2.2 | 8 | -7 | 1 | 0.1
O=C(NCc1cccs1)Nc1cccs1 | -6 | 2 | -1 | -1 | 1.6 | 14 | -10 | 2 | -0.1
O=C(Nc1ccc2nn(-c3ccccc3)nc2c1)c1ccc(Br)o1 | 4 | 0 | 10 | 18 | 1.4 | -6 | 9 | 15 | 0.1
CCc1ccccc1N(CC(=O)NCc1ccccc1)C(=O)CCC(=O)Nc1ccccn1 | -2 | -3 | 10 | -4 | 1.6 | -4 | -3 | -1 | 0.1
C=CCn1c(=O)c(CCC(=O)Nc2ccc(N3CCOCC3)cc2)nc2cc(C(F)(F)F)ccc21 | 0 | 3 | -4 | -22 | 1.7 | 12 | -14 | -5 | 0.2
C/C(=N\NC(=S)NCc1ccccc1)c1ccc2c(c1)OCCO2 | 0 | 2 | 5 | -5 | 1.7 | 3 | 3 | -2 | 0.0
COc1ccc(CN2CC(C(=O)NCc3ccc4c(c3)OCO4)CC2=O)cc1 (centres undefined) | 1 | 2 | -2 | -4 | 3.6 | 21 | -12 | -1 | 0.1
Cc1cn(CCOc2ccc(Cl)cc2)c(=O)[nH]c1=O | -2 | -3 | -1 | 4 | -2.7 | 0 | 14 | 0 | 0.0
CC(=O)c1cccc(N(CC(=O)Nc2cccnc2)S(C)(=O)=O)c1 | -3 | -2 | 0 | 3 | 0.9 | -1 | -7 | -1 | 0.0
Cc1nc(C)c(C(=O)Nc2ccccc2)s1 | -3 | -1 | -5 | 3 | 0.0 | 10 | 1 | -2 | -0.1
CCn1[nH]c(=O)c(=Nc2c(C)n(C)n(-c3ccccc3)c2=O)cc1-c1ccc(Cl)cc1 | -4 | -1 | 10 | 11 | -1.2 | -3 | -4 | -3 | 0.0
CCOC(=O)C(=CNc1ccc(C#N)cc1)C(=O)OCC | -3 | 7 | -3 | -2 | -2.0 | 15 | -17 | 0 | -0.1
Nc1nnc(SCC(=O)N2CCCCC2)s1 | -4 | 3 | -15 | 5 | 1.1 | 11 | 0 | 3 | -5.5
COc1ccc(C(=O)C2CCCN(C(=O)CCc3ccccn3)C2)c(C)c1 (centres undefined) | -2 | -5 | 2 | -5 | -2.1 | -3 | 13 | 7 | -0.2
CCn1c(SCc2nc(CC(=O)Nc3ccccc3OC)no2)nnc1-c1cccs1 | 2 | -4 | -9 | -1 | -1.1 | 16 | -4 | 0 | 0.5
CC1Cc2ccccc2N1C(=O)c1ccc2c(c1)OCO2 (centres undefined) | 1 | -2 | 5 | -14 | 3.4 | 7 | 4 | -5 | 0.7
CCCSC1=C(C#N)C(c2ccc(O)c(OC)c2)CC(=O)N1 (centres undefined) | 0 | 2 | 1 | 9 | 1.9 | 4 | -9 | -4 | -0.4
O=C(COC(=O)C1CC2C=CC1C2)NCCc1ccccc1 (centres undefined) | 2 | 0 | 1 | 3 | -1.4 | 12 | -1 | 1 | 0.0
Cc1ccccc1N(C)C(=O)C1CCCN(c2ncnc3c2nc2n3CCCCC2)C1 (centres undefined) | -3 | 2 | 2 | 2 | -2.6 | 22 | -11 | -2 | 0.1
Cc1ccc(-c2noc(Cn3nc(C(=O)O)c4ccccc4c3=O)n2)cc1 | 1 | -7 | 7 | -7 | -0.9 | -2 | 5 | -3 | -0.1

Source: PubChem BioAssay (several laboratories)
